# yeast sgs1 mgt1 – NCI yeast anticancer drug screen, S. cerevisiae sgs1 mgt1 strain. AID 161, 2004. 78,000 tested, 10% active. % growth inhibition at 50 µM;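 further: 0% = growth of vehicle-only cultures of the same strain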
#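 Test agents were incubated with a DNA-repair-mutant yeast strain. Growth was then read and compared against vehicle-treated controls.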
# mlh1 rad18 – NCI yeast anticancer drug screen, S. cerevisiae mlh1 rad18 strain | growth inhibition, % at 50 µM | 79,000 tested, 11% active | AID 175, 2004;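 further: 0% = growth of vehicle-only cultures of the same strain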
#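 Read-out is yeast growth inhibition, calculated against vehicle-only controls. The compound was applied to a strain engineered with DNA damage repair alterations.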
# yeast rad50 – NCI yeast anticancer drug screen, S. cerevisiae rad50 strain; growth inhibition, % at 50 µM; 79,000 tested, 10% active; AID 155, 2004;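 further: 0% = growth of vehicle-only cultures of the same strain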
#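 Vehicle-treated cultures provide the reference for the growth inhibition reported for compound-exposed, repair-deficient yeast.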
# yeast mec2-1 – NCI yeast anticancer drug screen, S. cerevisiae mec2-1 strain; growth inhibition, % at 50 µM; 79,000 tested, 9% active;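 further: 0% = growth of vehicle-only cultures of the same strain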
#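 Growth inhibition is read against vehicle-treated controls after compound exposure of the mec2-1 yeast strain, which is defective in DNA damage repair or cell cycle control.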
# yeast cln2 rad14 – NCI yeast anticancer drug screen, S. cerevisiae cln2 rad14 strain; 78,000 tested, 8.3% active; AID 165, 2004; % growth inhibition at 50 µM;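 further: 0% = growth of vehicle-only cultures of the same strain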
#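 Test compounds were added to cln2 rad14 yeast cultures; inhibition of growth was then determined by comparison with vehicle treatment.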
# bub3 – NCI yeast anticancer drug screen, S. cerevisiae bub3 mutant strain | growth inhibition, % at 50 µM | 78,000 tested, 9.9% active | AID 167, 2004;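 further: 0% = growth of vehicle-only cultures of the same strain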
#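 Compounds were applied to a genetically altered yeast strain carrying a cell-cycle control defect. Growth inhibition was scored against vehicle-treated controls.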
# * marks the source's active call; other numbers are inactive results; & = joins results of further samples. No stated cut-off is given here; in the data, active means growth inhibition above about 70%; inactive means the rest. An unsorted share of the library; overall some 13% were active at least once.
SMILES,yeast sgs1 mgt1,mlh1 rad18,yeast rad50,yeast mec2-1,yeast cln2 rad14,bub3
COC(=O)/C(=N\NC(=S)NN)C(C(=O)OC)C(=O)C(=O)Nc1cccc(C(F)(F)F)c1 (stereo not given),9,24,0,1,6,-9
CCSCCSCC,-7,-2,4,7,1,8
C[C@H](N)C(O)/C=C/c1ccccc1 (stereo not given in full),-1,-7,5,-9,-3,0
CC(C)Oc1cc(O)c2c(c1)OCC=C2CCC(=O)O,-2,18,15,-7,-22,13
O=C(Cc1ccccc1)c1cccc(Cl)c1,-9,-10,-9,-15,-37,-14
Oc1cc(O)c2c(c1)OC(c1ccc(O)c(O)c1)C(O)C2O (stereo not given),14,31,20,7,-4,21
CC12CCC(C)(C(O)C1=O)C2(C)C (stereo not given),-9,9,-9,-2,0,-24
NC(CS)=NCCc1nc2ccccc2[nH]1,0,4,13,10,-3,8
CC(C)=NNC(=O)c1ccc(N)cc1,14,15,36,15,16,22
Clc1cccc(C(c2ccc(I)cc2)C(Cl)Cl)c1 (stereo not given),55,61,64,39,42,42
CCOC(=O)C(=CC(C)(C)C)C(=O)OCC,3,10,4,19,15,21
CCOc1ccc(N=C=S)cc1,18,49,30,-3,22,19
COc1cc2c(cc1O)c(O)cc1c3cc(OC)c(OC)cc3c[n+](C)c21,-23,-47,17,-8,2,-15
N#Cc1nccc2ccccc12,-13,-13,12,-13,-29,-1
O=[N+]([O-])C(=C(Nc1ccccc1)Nc1ccccc1)/C(Cl)=C(\Cl)Br,99*,99*,99*,100*,99*,99*
Nc1nc(N)c(-c2ccccc2)c(C(=O)Nc2ccc(Cl)c(Cl)c2)n1,4,-16,-28,-34,6,-23
N#CC1(C#N)C2CCCCC23OC(=N)C1(C#N)C(c1ccccc1)O3 (stereo not given),-23,-17,9,12,-15,-30
Cc1ccc(CNc2ncnc3[nH]ncc23)cc1C,6,16,-6,20,-18,37
CCCc1nc(N)[nH]c(=O)c1CCC,0,-3,-1,-4,1,-8
Cn1cc(NC(=O)c2cc(NC(=O)CCCCCC(=O)Nc3cc(C(=O)Nc4cc(C(=O)NCCC(=N)N)n(C)c4)n(C)c3)cn2C)cc1C(=O)NCCC(=N)N,-18,-4,-14,-15,-1,-24
CCCCCCCCCC1OCCO1,-1,-1,8,19,-29,10
COc1ccc(OC(C(=O)O)C(C)C)c2c1CCCC2=O (stereo not given),10,0,-1,-7,25,19
CC(Br)C(=O)c1ccc2ncccc2c1 (stereo not given),-8,13,5,-25,-1,13
C=CS(=O)(=O)c1ccc([N+](=O)[O-])cc1,99*,99*,100*,100*,100*,99*
CCCCCC(C)(O)C#CC(C)(O)CCCCC (stereo not given),31,27,39,5,76*,21

# A draw from above in order of molar mass, descending:
SMILES,yeast sgs1 mgt1,mlh1 rad18,yeast rad50,yeast mec2-1,yeast cln2 rad14,bub3
Clc1cccc(C(c2ccc(I)cc2)C(Cl)Cl)c1 (stereo not given),55,61,64,39,42,42
Nc1nc(N)c(-c2ccccc2)c(C(=O)Nc2ccc(Cl)c(Cl)c2)n1,4,-16,-28,-34,6,-23
N#CC1(C#N)C2CCCCC23OC(=N)C1(C#N)C(c1ccccc1)O3 (stereo not given),-23,-17,9,12,-15,-30
NC(CS)=NCCc1nc2ccccc2[nH]1,0,4,13,10,-3,8

# (more compounds)
SMILES,yeast sgs1 mgt1,mlh1 rad18,yeast rad50,yeast mec2-1,yeast cln2 rad14,bub3
CC(O)C(=O)OCCOCc1ccccc1 (stereo not given),-5,7,4,10,8,4
COc1ccc(-c2c(C#N)c(N)nc(C)c2-c2ccccc2)cc1,-7,17,-26,-11,-25,-6
C=CCOc1ccc(C2C(C(=O)OC)C(=O)CC(O)(c3ccccc3)C2C(=O)OC)cc1OC (stereo not given),-15,-20,-63,-25,-13,-1
C[N+]1(C)CCC(O)CC1,-3,1,-6,7,-13,15
CN(C)c1ccc(C=Nc2cccc(Cl)c2)cc1,-7,-2,-13,6,-10,-9
CCOC(=O)c1[nH]c(C)c(C=O)c1C,4,23,43,-35,-19,-2
O=C(CNC(=O)C(CSCc1ccccc1)NC(=O)OCc1ccccc1)Oc1c(Cl)c(Cl)c(Cl)c(Cl)c1Cl (stereo not given),69,66,47,62,26,16
CC(C)CCC(O)(C(C)C)C(C)C,7,4,-19,4,9,13
Oc1ccccc1C=Nc1ccc(Cl)cc1,-6,7,-1,4,-13,-22
c1ccc2c(c1)nc1cc(NC3CCCCC3)c(=NC3CCCCC3)cc-1n2C1CCCCC1,43,17,44,38,23,40
O=[N+]([O-])c1cc(O)cc2cccnc12,10,37,15,11,0,46
O=C(O)CC(O)(c1ccccc1C(=O)O)c1cccc2ccccc12 (stereo not given),18,22,-3,-4,25,-3
CC(C)OC(=O)NCc1ccco1,-5,-21,9,2,-9,9
O=C(CSCc1ccccc1)NC1c2ccccc2Oc2ccccc21,1,9,-9,5,-36,5
CC(C)CC(NC(=O)COc1cc(Cl)ccc1Cl)C(=O)O (stereo not given),6,-40,-4,19,-19,-3
CC(C)=CCNc1nc(Cl)nc2nc[nH]c12,-59,-68,-28,-8,-14,-19
Cc1cc(O)c(C(=O)/C=C/c2cccnc2)c(=O)[nH]1,85*,93*,69,34,16,79*
Cc1cc(C)c(NC(=O)C(C)(C)C)c(C)c1,-18,-2,-7,-13,-49,10
O=P(O)(O)c1ccc(-c2ccc(I)cc2)cc1,7,13,12,-16,22,-9
NC(=O)N(N)CCO,-24,-25,-2,-34,-7,-17
CC(=O)[C@H]1CC[C@H]2[C@@H]3CC=C4C=CCC[C@]4(C)[C@H]3CC[C@]12C,-4,7,-6,1,-58,8
COc1ccc2nc3cc(Cl)ccc3c(NN3CCN(CCO)CC3)c2c1,-20,-4,-24,-8,0,2
O=C1Cc2cc(O)ccc2O1,-49,-9,-13,-28,-1,-32
O=C1C=CC(c2ccccc2)(c2ccccc2)O1,-15,-7,-33,-11,-22,-8
O=C(COc1cccc(Cl)c1)NCc1ccccc1,30,24,7,41,0,61

# Compound profiles, from the list above:
# `Cc1cc(C)c(NC(=O)C(C)(C)C)c(C)c1` is entered as yeast sgs1 mgt1 = -18; mlh1 rad18 = -2; yeast rad50 = -7; yeast mec2-1 = -13; yeast cln2 rad14 = -49; bub3 = 10
# `O=C1Cc2cc(O)ccc2O1` is entered as yeast sgs1 mgt1 = -49; mlh1 rad18 = -9; yeast rad50 = -13; yeast mec2-1 = -28; yeast cln2 rad14 = -1; bub3 = -32

# Next section.
SMILES,yeast sgs1 mgt1,mlh1 rad18,yeast rad50,yeast mec2-1,yeast cln2 rad14,bub3
COc1cccc(CCNc2ccncc2N)c1,-25,13,-22,-24,-52,-29
Cc1cc(Cl)ncc1[N+](=O)[O-],8,6,-12,14,-16,-10
CCCCC(=O)N/N=C/c1ccccc1OCC,1,-8,-7,0,-3,-10
COc1ccc2c(c1)n([O-])c1cc(C#N)ccc1[n+]2=O,36,29,96*,46,-12,45
Cc1ccc(S(=O)(=O)OCC(O)C(O)COS(=O)(=O)c2ccc(C)cc2)cc1 (stereo not given),-6&-28&25,-3&-2&26,13&-14&36,-14&-4&-10,-14&-22&11,6&-12&9
Cc1cc(O)c(/C=N/C(N)=S)c(=O)o1,-31,-48,-37,-41,9,-13
CSCCCCCCSC,-3,6,0,5,-28,-5
CC12CC3CC(C)(C1)CC(C(Cl)C(=O)NC(C)(C)C)(C3)C2 (stereo not given),14,14,-1,-9,8,18
Cc1ccccc1N1C(=O)CC2(CCCC2)C1=O,-6,-11,-4,-9,-32,-5
Nc1cc(Br)c2[nH]c(=O)c3ccccc3c2c1,0,-8,21,-7,25,29
Nc1nc(N)c2cc(CNc3ccc(C(=O)NC(CC(=O)O)CC(=O)O)cc3)cnc2n1,8,4,-11,-5,11,12
O=C1CCCCCCC/C=C\CCCCCCC1,2,-3,-14,17,20,-12
O=C1C=CC(=O)c2c1ccc1c3ccccc3n(CCCCCCCCCCCCn3c4ccccc4c4ccc5c(c43)C(=O)C=CC5=O)c21,-21,-24,-28,-14,9,-17
COCCOCCOCCOCCn1cc(F)c(=O)[nH]c1=O,0,12,-15,0,-17,5
CCCCC(CC)CN(CCCCCCCCCN1CCCc2cc(OC)ccc21)CC(CC)CCCC (stereo not given),-8,-5,12,17,26,5
Cc1nc(NCc2ccco2)nc(NCc2ccco2)c1[N+](=O)[O-],-6,-13,-15,-19,-23,28
COC(=O)c1ccc(OC(=O)Nc2ccc(F)c([N+](=O)[O-])c2)cc1,11,20,12,24,-10,50
Cc1cccc(C(=O)NC(C)C)c1,-6,-20,-8,-40,16,-5
Nc1ccc(N=Nc2ccc(/C=C/c3ccc(N=Nc4ccc(N)c5ccccc45)cc3S(=O)(=O)O)c(S(=O)(=O)O)c2)c2ccccc12,-29,-37,-33,-65,-60,-28
N#CC1CCCC(c2ccccc2)(C2CCCCC2)C1=O (stereo not given),10,-1,7,13,26,3
O=C(N/N=C/c1ccc(O)cc1)NNCCO,-23,-12,-16,-20,10,-9
CC(=O)N(C1=C(Cl)C(=O)c2ccccc2C1=O)c1ccc(F)cc1,99*,99*,99*,99*,94*,97*
CN(C)OC(=O)Nc1cccc2ccccc12,-10,7,15,-16,-58,9
CN(C)c1ccc(C(O)(Cc2cccnc2)c2ccc(N(C)C)cc2)cc1,53,55,39,37,13,72*
NC(=Nc1c([N+](=O)[O-])cnc2ccccc12)N1CCOCC1,-5,-1,-9,-7,5,5

# Additional records follow.
SMILES,yeast sgs1 mgt1,mlh1 rad18,yeast rad50,yeast mec2-1,yeast cln2 rad14,bub3
O=C(Nc1ccccc1C(=O)NCC1CC1)c1cccs1,3,-2,-13,-30,5,6
O=C(NC(C(=O)O)c1ccccc1)c1ccc([N+](=O)[O-])cc1 (stereo not given),13,12,8,10,-1,32
CC(=O)Nc1ccc(C=O)s1,-15,0,-1,6,-36,2
CCC(C)C(=O)OCC(=O)c1ccc(-c2ccccc2)cc1 (stereo not given),-3,-2,-9,2,2,87*
CCOc1ccc(/C=C2\CCc3ccccc3C2=O)cc1,23,22,16,17,21,27
Cc1ccc(/C=C2/C(=O)N(c3ccccc3)N=C2c2ccccc2)cc1,43,19,24,49,-53,64
O=C1CSC(=S)N1c1ccc(Br)cc1,44,35,24,45,9,12
C=CC(=O)N1C/C(=C\c2ccc(F)cc2)C(=O)/C(=C/c2ccc(F)cc2)C1,90*,88*,52,26,78*,89*
NNC(=O)/C(=C/c1ccc(Cl)cc1Cl)NC(=O)c1ccccc1,39,54,45,35,60,67
Cc1ccc(-c2nc3ccccc3cc2N)cc1,0,-4,6,8,-14,3
CCCC/C(=N/OCC)C(N)=O,13,-2,20,17,12,2
O=S(=O)([N-]c1nc2ccccc2nc1-[n+]1ccccc1)c1ccccc1,15,-23,14,0,-7,-2
COc1ccc2c(c1)Sc1c(Cl)c3c(c(Cl)c1=N2)Sc1cc(OC)ccc1N=3,1,14,20,-5,22,-2
CN(C)c1nc(N)nc(CS)n1,-9,-40,11,10,10,-4
Cc1cc(-n2nnc(C(=O)O)c2-c2ccccc2)c2ccc(Cl)cc2n1,-12,4,-19,-4,-35,-9
CC(=O)OC1CCC2(C)C(=CCC3C2CCC2(C)C(C(C)C#N)CCC32)C1 (stereo not given),-16,-7,1,-5,6,-5
O=C1CC(C(F)(F)F)(C(F)(F)F)O1,-9,-19,11,19,-58,14
O=C(Nc1ccc(C2=NCCN2)cc1)c1cncc(C(=O)Nc2ccc(C3=NCCN3)cc2)c1,16,46,5,23,50,9
OCCCc1ccccn1,1,3,0,1,-8,4
C/C=C(\C)C(=O)N/N=C\C=C\c1ccccc1,1,-7,-12,-11,-45,-16
CN(C)c1nc(S(C)(=O)=O)nc2nc(S(C)(=O)=O)[nH]c12,-4,-18,2,-19,-47,2
CN(CC(=O)O)Cc1oc(CO)cc(=O)c1O,-6,-14,-9,-10,-37,-40
Cc1c(C(=O)Nc2ccc(Cl)cc2)nc(N)nc1-c1cccc(Cl)c1,2,-9,-19,-9,1,-4
Nc1cccc(O)c1,0,3,3,-7,-35,2
CCOC(=O)c1c[nH]c2cc3c(cc2c1=O)CCS3,-1,-7,-27,-57,4,9
CSC(SC)[P+](c1ccccc1)(c1ccccc1)c1ccccc1,91*,94*,94*,94*,94*,91*
Nc1nnc(-c2ccccc2)o1,4,3,10,-5,-20,5
CC1=NOC(=O)C1N=Nc1ccc(Br)cc1C (stereo not given),95*,91*,93*,95*,93*,94*
CCOc1nc(-c2ccccc2)cc(-c2ccc(N3CCOCC3)cc2)c1C#N,-7,28,19,10,-12,-4
O=C1C(Cl)N(c2ccccc2)C1c1c[nH]c2ccccc12 (stereo not given),-27,-45,-26,-9,-6,-18

# Taken from above:
# CCOC(=O)C(=CC(C)(C)C)C(=O)OCC @ yeast sgs1 mgt1: 3
# N#CC1(C#N)C2CCCCC23OC(=N)C1(C#N)C(c1ccccc1)O3 (stereo not given) @ yeast mec2-1: 12

# From PubChem BioAssay
